Mtb UGM inh = Mtb UDP-galactopyranose mutase inhibition. purified UGM, fluorescence polarization probe displacement. inhibition, % at 10 µM. actives 0.06% (n = 320,000); in the data active means inhibition above about 10%, passing the limit was not always enough; inconclusive means no clear call, values can overlap the other calls
Target sequence (P9WIQ1 whole entry, looked up): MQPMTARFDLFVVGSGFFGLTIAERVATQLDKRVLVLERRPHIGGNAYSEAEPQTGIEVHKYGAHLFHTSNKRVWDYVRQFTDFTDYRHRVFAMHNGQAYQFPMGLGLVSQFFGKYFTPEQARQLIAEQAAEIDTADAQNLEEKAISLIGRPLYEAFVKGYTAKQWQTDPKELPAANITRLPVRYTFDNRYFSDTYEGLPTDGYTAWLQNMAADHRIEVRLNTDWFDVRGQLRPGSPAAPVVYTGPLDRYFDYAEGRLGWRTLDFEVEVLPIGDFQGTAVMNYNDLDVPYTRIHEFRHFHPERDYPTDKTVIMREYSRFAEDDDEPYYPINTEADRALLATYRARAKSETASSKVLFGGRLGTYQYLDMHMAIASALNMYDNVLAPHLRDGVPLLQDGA
Rv3671c protease = inhibitors of M. tuberculosis serine protease Rv3671c; P9WHR9; inhibition, % at 5.96 µM; actives 0.048% (n = 320,000); in the data active means inhibition above about 38%;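 further: extracellular domain of Rv3671c used as enzyme; 0% = enzyme with DMSO and 100% = no enzyme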
CCHF vOTU inh = blocks the CCHF virus ovarian tumor domain protease. actives 0.55% (n = 370,000). inhibition, % at 11.5 µM. CCHFV vOTU protease, Pep-AMC fluorescence; further: 0% = vehicle wells with enzyme and 100% = no enzyme wells
GDH-TPI inh = counter-screen for M. tuberculosis FBA inhibitors: GDH-TPI coupled enzymes. actives 1.2% (n = 360,000). GDH-TPI coupled enzyme counterscreen, NADH absorbance. inhibition, % at 4.8 µM. AID 588335;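 further: 0% = DMSO wells and 100% = wells lacking the enzyme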
BoNT-F LC inh = BoNT F light chain protease inhibition; Multiplex microsphere protease cleavage assay, flow cytometry; inhibition, % at 10 µM; actives 0.22% (n = 360,000); in the data active means inhibition above about 35%, passing the limit was not always enough; inconclusive means no clear call, values can overlap the other calls; further: plate controls were buffer without enzyme for full effect and enzyme alone for no effect
MazEF act = activators of E. coli MazEF toxin-antitoxin RNase; actives 0.32% (n = 350,000); activation, % at 20 µM; P0AE70; FAM/BHQ RNA-DNA oligo cleavage fluorescence, 5 h; in the data active means activation above about 50%
Target sequence (P0AE70 whole entry, looked up): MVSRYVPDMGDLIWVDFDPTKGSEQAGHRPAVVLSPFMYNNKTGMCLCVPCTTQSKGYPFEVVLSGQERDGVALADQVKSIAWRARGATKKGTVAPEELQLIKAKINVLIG
FadD28 FP inh = M. tuberculosis FadD28 bisubstrate binding inhibition; FadD28 bisubstrate probe binding, fluorescence polarization; inhibition, % at 12.5 µM; actives 0.22% (n = 360,000); in the data active means inhibition above about 8.5%, passing the limit was not always enough; inconclusive means no clear call, values can overlap the other calls
Mtb BioA inh = blocks M. tuberculosis BioA enzyme activity; purified M. tuberculosis BioA enzyme, plate reader; inhibition, % at 9.99 µM; actives 0.096% (n = 360,000); in the data active means inhibition above about 40%; inconclusive means no clear call, values can overlap the other calls
Mtb FBA inh = inhibits M. tuberculosis FBA enzyme; P9WQA3; AID 588726; actives 2.3% (n = 360,000); inhibition, % at 1 µM; purified M. tuberculosis FBA, fluorescence read-out; in the data active means inhibition above about 27%;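 further: 0% = vehicle and 100% = reference inhibitor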
Target sequence (P9WQA3 whole entry, looked up): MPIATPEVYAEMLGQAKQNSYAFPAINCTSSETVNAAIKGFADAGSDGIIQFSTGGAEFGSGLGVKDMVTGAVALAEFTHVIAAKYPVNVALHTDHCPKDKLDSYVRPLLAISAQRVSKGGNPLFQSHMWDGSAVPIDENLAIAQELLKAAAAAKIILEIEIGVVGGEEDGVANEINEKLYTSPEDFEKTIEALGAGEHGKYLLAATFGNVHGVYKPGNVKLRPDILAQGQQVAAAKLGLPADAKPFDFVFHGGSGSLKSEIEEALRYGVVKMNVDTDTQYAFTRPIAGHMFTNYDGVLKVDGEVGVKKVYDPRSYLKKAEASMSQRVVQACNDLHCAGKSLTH
VHR inh abs = DUSP3 (human) phosphatase inhibition. P51452. recombinant VHR phosphatase, pNPP absorbance. inhibition, % at 13.3 µM. actives 0.52% (n = 290,000). AID 1654; in the data active means inhibition above about 50%; further: some compounds called inactive have numbers as strong as hits
Target sequence (P51452 whole entry, looked up): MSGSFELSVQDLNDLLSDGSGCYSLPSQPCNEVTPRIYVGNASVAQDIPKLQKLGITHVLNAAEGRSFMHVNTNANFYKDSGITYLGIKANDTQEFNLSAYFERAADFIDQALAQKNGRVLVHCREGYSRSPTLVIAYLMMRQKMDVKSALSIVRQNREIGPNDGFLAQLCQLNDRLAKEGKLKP
* = called active by the depositor; ? = inconclusive; / = not tested or not shown. Unless noted, no stated cut-off is given here; in the data, active means inhibition above about 30%; inactive means the rest. Compounds as they come, and some 4.9% of all compounds hit somewhere here.

SMILES	Mtb UGM inh	Rv3671c protease	CCHF vOTU inh	GDH-TPI inh	BoNT-F LC inh	MazEF act	FadD28 FP inh	Mtb BioA inh	Mtb FBA inh	VHR inh abs
CC(C)c1ccc(OCc2ccc(C(=O)O)o2)cc1	-2.5	-1	/	5	0	-4	-4.3	0.0	-4	-12
COc1ccccc1C(CNC(=O)c1cccc(NS(=O)(=O)c2ccc(Br)cc2)c1)N(C)C (configuration not stated)	4.6	-5	9	6	0	-6	-2.2	0.2	6	/
CCSCc1nnc(SCC(=O)Nc2ccc(OC)cc2)n1C	0.4	-8	-2	-2	-2	6	-5.4	/	-1	57*
Cc1cc(C)cc(OCC(=O)NCCN2CCOCC2)c1	-1.9	-9	1	-12	-3	0	-3.7	-0.5	-6	29
CCOC(=O)C[C@H]1c2cc(F)ccc2S(=O)(=O)N1C1CCCC1	1.0	4	10	-1	3	3	0.3	0.8	-1	/
Cc1noc(COc2ccccc2OCc2onc(C)c2Cl)c1Cl	-0.4	-9	16	-5	-7	3	1.2	-5.0	1	22
Cc1cc(N2CCCC2)nc2ccc(NC(=S)NC(C)C)cc12	2.2	6	-11	18	-33	8	-2.0	/	31*	20
CCN(CC)CCOC(=O)CCc1cccc2ccccc12	0.0	0	11	-9	29	2	-3.3	-1.2	3	4
O=C(NCC(c1cccs1)N1CCOCC1)c1ccc(Cl)s1 (configuration not stated)	0.1	-1	-14	-5	-6	0	-0.4	1.0	3	23
CCC(=O)Nc1cccc(-c2csc(-c3ccccc3)n2)c1	-1.4	-12	-6	-7	-1	2	-2.4	/	1	3
O=C(Nc1ccc(N2CCN(C(=O)c3cccs3)CC2)cc1)c1cccnc1Cl	2.4	8	6	3	-10	7	1.9	/	1	15
O=C(c1ccc2c(c1)N(Cc1ccccc1)CCS2)N1CCCCC1	-0.6	-3	1	0	-7	3	-2.7	0.6	15	15
C=CCn1c(C)nnc1SCC(=O)Nc1oc(C)c2c(C)n[nH]c(=O)c12	-1.1	-4	-3	9	/	3	-2.6	/	3	/
COc1cccc(NC(=O)CC(c2ccc(OC(C)C)cc2)c2ccccc2OC)c1 (configuration not stated)	1.8	-3	-5	5	-2	16	-1.7	-0.3	2	-8
CCN(CC)S(=O)(=O)c1ccc(C(=O)NCC(=O)NCc2ccc3c(c2)OCO3)cc1	/	/	-2	18	1	-12	-0.2	-2.0	3	/
Cc1cccc(N(CC(=O)Nc2c(C)n(C)n(-c3ccccc3)c2=O)S(C)(=O)=O)c1C	0.5	2	-7	8	4	-8	-0.8	-0.3	1	35
Cc1ccc(CC(=O)N/N=C/c2ccc(OC(=O)c3ccc([N+](=O)[O-])cc3)cc2)cc1	-1.9	-3	-4	-7	-1	9	-3.9	18	-5	-11
O=C(c1ccc(-n2cncn2)c([N+](=O)[O-])c1)N1CCN(c2cccc(Cl)c2)CC1	-0.7	0	11	-6	-1	5	-4.6	1.7	-2	1
CCOC(=O)c1sc(NC(=O)c2cccs2)cc1C	-1.0	-4	-11	21	0	9	-3.8	-1.3	-1	18
COc1ccc(CCN(Cc2ccccn2)C(=S)Nc2ccccc2F)cc1OC	1.2	0	0	-1	3	-11	-1.1	-1.1	1	21
Cc1cccc(C(=O)NCC(C)NC(=O)c2cccc(C)c2)c1 (configuration not stated)	-1.7	3	-13	-5	-1	3	-1.0	0.4	-3	-4
CCOc1ccc2nc(N/C(N)=N/C(=S)Nc3ccc(OC)cc3)nc(C)c2c1	1.3	-2	-17	7	-5	-7	-3.9	-0.4	8	21
CCNC(=O)NC(=O)C(C)OC(=O)C(C)(C)Oc1ccc(Cl)cc1 (configuration not stated)	-2.3	3	15	0	-1	-2	0.2	/	-1	22
Cc1cc(C)c(CN2CCN(C(=O)Cn3cnc(C(=O)Nc4ccc(C)c(C)c4)n3)CC2)c(C)c1	/	/	4	-4	-13	0	-1.6	0.0	0	/
O=c1ccnc(Nc2ccc([N+](=O)[O-])cc2)[nH]1	0.8	3	9	13	-10	8	-2.8	/	-1	/
New compounds follow
SMILES	Mtb UGM inh	Rv3671c protease	CCHF vOTU inh	GDH-TPI inh	BoNT-F LC inh	MazEF act	FadD28 FP inh	Mtb BioA inh	Mtb FBA inh	VHR inh abs
Cc1ccc(-c2nc3ncccc3n2O)cc1	-2.3	1	-1	14	-10	0	-0.2	-2.5	-2	/
CC(C)N1CCN(Cc2cnc(N3CCCC3)s2)CC1CCO (configuration not stated)	/	/	15	5	12	-2	0.2	/	5	7
Cc1ccccc1C(=O)c1cccn1CC(=O)NCc1ccc2c(c1)OCO2	-0.9	-5	16	-5	12	5	-2.9	0.0	-2	-6
O=C1CC(NS(=O)(=O)c2cccs2)CN1c1ccc(F)cc1 (configuration not stated)	1.1	-4	-6	-6	-14	0	-2.2	/	-1	/
Cc1ccc(C(=O)NCC(=O)OCc2c(F)cccc2Cl)s1	-2.0	-17	3	2	/	2	-0.1	-0.1	0	/
CCOC(=O)C1(CCSC)NC(c2ccco2)C2C(=O)N(C)C(=O)C21 (configuration not stated)	-1.8	-9	-4	4	8	3	-1.9	/	0	10
CC(C)CN(CC(C)C)C(=O)Nc1ccccc1F	-0.3	6	2	-2	-2	0	-1.0	/	0	14
O=C(COc1ccccc1)NCc1cccs1	2.6	4	7	7	1	-4	0.8	-0.2	2	4
O=C(CCNC(=O)c1ccco1)Nc1nc2ccccc2s1	/	/	-6	2	-1	-4	-0.8	-1.1	-1	/
Cc1cc(C)n(-c2nnc(C)n2NS(=O)(=O)c2ccc(F)cc2)n1	4.0	2	8	4	2	6	1.5	-0.6	1	15
C=CCn1c(SCC(=O)NCc2ccc3c(c2)OCO3)nc2scc(-c3ccc(F)cc3)c2c1=O	-0.8	5	3	7	12	7	-0.9	-0.3	-1	28
CN(C)S(=O)(=O)c1ccc(NC(=S)NC(=O)c2ccc(Br)o2)cc1	3.5	-11	-5	/	/	/	/	/	/	-12
COc1ccc(NC(=S)NC23CC4CC(CC(C4)C2)C3)cc1OC	2.9	-10	3	3	4	-1	1.2	-4.5	0	-10
CCOC(=O)C1(Cc2ccccc2)CCCN(Cc2cnn(CC)c2)C1 (configuration not stated)	1.0	-5	13	-10	1	4	-3.5	/	-3	26
COCCN(CCOC)C(=O)c1sc2nc(-c3ccccc3)cn2c1C	-4.0	3	-8	2	2	-3	-1.3	8.9	2	1
CN(CC(=O)NC(=O)Nc1ccccc1F)Cc1ccccc1F	-0.8	0	-2	13	-1	6	/	-2.2	1	/
CCC(CC)NCc1c[nH]c2ccccc12	1.3	-1	-2	-1	1	2	-2.0	/	-1	15
C=CCn1c(-c2cccc(Cl)c2)n[nH]c1=S	-0.9	4	-1	-7	11	3	0.2	/	17	12
Nc1ccc(C(=O)NNC(=O)C2COc3ccccc3O2)cc1[N+](=O)[O-] (configuration not stated)	-1.3	9	4	1	-4	6	-3.3	/	2	/
Cc1ccc(NC(=O)CN(C)C(=O)Cc2c[nH]c3ccccc23)cc1	-0.8	-2	20	2	-3	-7	-0.3	0.3	-3	/
O=C(NCCc1cccc(Cl)c1)c1cc([N+](=O)[O-])ccc1Cl	-2.9	-13	3	5	2	10	-3.0	/	1	10
COc1ccc(NC(=O)C2CCCN(S(=O)(=O)c3c(C)n[nH]c3C)C2)c(OC)c1 (configuration not stated)	-2.3	3	7	-2	-12	-3	0.2	-1.7	-1	11
Cc1cccc(C(=O)Nc2ccc(S(=O)(=O)N3CCOCC3)cc2)c1[N+](=O)[O-]	0.1	-8	6	12	?	8	-6.5	0.7	2	23
Cc1ccccc1C(=O)N1CC(=O)Nc2ccc(F)cc2C1c1ccccc1 (configuration not stated)	-0.3	1	-3	6	1	5	/	-2.4	0	-8
CCOc1ccc(CCNC(=O)CSc2ncn[nH]2)cc1OCC	1.7	-7	4	4	2	-2	1.3	-0.3	-1	10

Part of the list above, in CSV form.
SMILES,Mtb UGM inh,Rv3671c protease,CCHF vOTU inh,GDH-TPI inh,BoNT-F LC inh,MazEF act,FadD28 FP inh,Mtb BioA inh,Mtb FBA inh,VHR inh abs
CCOc1ccc(CCNC(=O)CSc2ncn[nH]2)cc1OCC,1.7,-7,4,4,2,-2,1.3,-0.3,-1,10
O=C(NCCc1cccc(Cl)c1)c1cc([N+](=O)[O-])ccc1Cl,-2.9,-13,3,5,2,10,-3.0,/,1,10
O=C(CCNC(=O)c1ccco1)Nc1nc2ccccc2s1,/,/,-6,2,-1,-4,-0.8,-1.1,-1,/

(continued)
SMILES	Mtb UGM inh	Rv3671c protease	CCHF vOTU inh	GDH-TPI inh	BoNT-F LC inh	MazEF act	FadD28 FP inh	Mtb BioA inh	Mtb FBA inh	VHR inh abs
Clc1ccccc1CNCc1ccncc1	1.4	2	8	-4	-5	2	0.3	-0.6	-2	18
CCC(=O)Oc1ccc2ccccc2c1CNC(=O)c1ccccc1	-1.0	6	-1	-5	-3	-3	-2.2	/	-1	18
COC(=O)CCCC1=CC2=C(c3ccccc3)C(=O)C(C)(OC(=O)C3CCCC3)C(=O)C2=CN1Cc1ccco1 (configuration not stated)	2.2	-8	11	3	-2	2	-3.3	-0.6	-4	11
O=C(COc1ccccc1Cl)NCCCNC(=O)c1ccncc1	2.6	-5	-1	-10	-8	5	-2.0	/	3	1
CCOc1ccc(NC(=O)CN(C)C(=O)Cc2ccsc2)cc1OCC	1.6	5	10	6	-3	9	-0.7	-1.4	2	/
CCCC1c2ccc(C)n2CCN1C(=O)Nc1ccccc1Cl (configuration not stated)	0.1	1	0	9	2	-6	-1.9	-4.5	7	13
O=C(COC(=O)c1ccc2ccccc2c1)NCc1ccccc1	/	/	-5	3	-3	-1	0.5	-1.3	2	/
Cc1csc(NC(=O)CSc2nccn2C)n1	-1.3	-1	-3	2	2	6	-1.6	-0.5	-1	32
O=C(NC1CC1)c1ccc(NS(=O)(=O)c2ccccc2)cc1	1.7	-3	14	3	3	5	-0.8	-1.8	-1	14
O=C(O)CCNC1C=CS(=O)(=O)C1 (configuration not stated)	-1.6	0	0	4	-1	1	-1.6	-1.2	7	28
O=C(COC(=O)c1cccs1)NCC1CCCO1 (configuration not stated)	-0.6	5	-13	10	2	5	-1.1	-1.6	0	15
O=C1C=CC(=O)c2c(O)c(N3CCN(CCO)CC3)c(Cl)c(O)c21	/	/	102*	12	-20	4	4.1	/	8	/
CCOc1ccc2ccccc2c1/C=N\NC(=O)c1ccc([N+](=O)[O-])cc1	-0.5	6	-10	11	24	1	-1.1	-1.2	0	-8
COc1ccc(OC(=O)c2cc3ccccc3o2)cc1	-4.7	4	10	4	4	2	-2.5	1.8	2	7
COC(=O)c1ccc(NCc2cc(O)ccc2O)cc1	/	/	2	-1	-1	-12	-3.0	/	-3	/
COc1ccc2cc(C(C)C(=O)NC3CCC(O)CC3)ccc2c1 (configuration not stated)	-3.4	0	5	13	-23	6	-3.1	0.7	0	6
CC(=O)c1ccc2c(c1)C1C(Cl)C(Sc3ccccc3[N+](=O)[O-])CC1C(c1ccccc1)N2 (configuration not stated)	-1.6	-9	-6	16	-35	28	-0.3	-0.1	-6	10
CCN(CC)S(=O)(=O)c1ccc(-c2nnc(SCC(=O)N3c4ccccc4CC3C)o2)cc1 (configuration not stated)	-0.2	-13	20	7	-1	-13	-0.3	-0.2	1	-2
CCCCNS(=O)(=O)CCNCc1ccc(OC)cc1	/	/	-8	-8	-8	-1	-3.6	0.5	-2	/
O=c1c2c(n3cnnc3n1C1CCCCC1)-c1ccccc1CC21CCCCC1	2.6	2	-7	9	10	-8	-1.1	/	0	9
CCOC(=O)c1ccc(/C=C2\c3ccccc3C(=O)N2c2ccccc2)cc1F	0.3	-5	-8	10	-1	-14	-1.8	0.2	5	/

Just Mtb UGM inh, for some of the entries so far:
SMILES | Mtb UGM inh
CCOc1ccc(NC(=O)CN(C)C(=O)Cc2ccsc2)cc1OCC | 1.6
CCCC1c2ccc(C)n2CCN1C(=O)Nc1ccccc1Cl (configuration not stated) | 0.1

A different layout for some results above.
Values run as follows: Mtb UGM inh, Rv3671c protease, CCHF vOTU inh, GDH-TPI inh, BoNT-F LC inh, MazEF act, FadD28 FP inh, Mtb BioA inh, Mtb FBA inh, VHR inh abs
- CCOC(=O)c1sc(NC(=O)c2cccs2)cc1C
  -1.0, -4, -11, 21, 0, 9, -3.8, -1.3, -1, 18
- COc1ccc(CCN(Cc2ccccn2)C(=S)Nc2ccccc2F)cc1OC
  1.2, 0, 0, -1, 3, -11, -1.1, -1.1, 1, 21

Screens as filed in PubChem.
